From PubChem
NOD2 inhibition = inhibition of NOD2-driven NF-kB reporter – cell-based, luminescence, uHTS, HEK293 (AID 1566); HEK293 NOD2/NF-kB luciferase reporter, luminescence; higher % means a stronger effect; inhibition, % at 4 µM; hits with a dose series show EC50 in µM; 0.63% of 290,000 active; also: many of its hits are not listed in these tables
GPR55 antagonists = GPR55 antagonists blocking LPI-driven arrestin recruitment, primary screen, imaging, U2OS, beta-arrestin-GFP, LPI agonist (AID 2013) | one-dose inhibition, % at 10 µM; IC50 in µM for titrated hits | 0.13% of 290,000 active | U2OS GPR55 beta-arrestin-GFP translocation imaging, LPI antagonism; higher % means a stronger effect;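 active = spots per cell inhibited over 60%, with over 100 cells counted and total cytoplasm intensity under 500,000; inconclusive = wells with under 100 cells, flagged as likely toxic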;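 also: U2OS cells stably carrying GPR55 and arrestin-GFP stimulated by 5 µM LPI near EC80; imaged beta-arrestin-GFP aggregate spots per cell after agonist stimulation; plate controls were LPI-stimulated DMSO wells for no effect and DMSO wells without LPI for full effect; some results filed as inactive read as strong as hits; confirmed hits need IC50 under 10 µM and bright autofluorescent wells are also inconclusive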
GPR55 activation = GPR55 agonists via beta-arrestin recruitment, primary screen, imaging, U2OS cells, beta-arrestin-GFP redistribution (AID 1961). U2OS GPR55 beta-arrestin-GFP redistribution imaging; higher % means a stronger effect. one-dose activation, % at 10 µM; EC50 in µM for titrated hits. 0.048% of 290,000 active;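 active = activation above 40% with more than 50 cells counted in the well; inconclusive = wells holding fewer than 50 cells, flagged as toxic or sparse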;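 also: U2OS osteosarcoma cells stably expressing GPR55 and beta-arrestin-GFP; plate controls were DMSO negative control for no effect and LPI positive control for full effect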
Myeloid diff MLP = myeloid differentiation induction. ER-HoxA9 myeloid progenitors, lysozyme-GFP differentiation, flow cytometry. calls only at 10 µM. 1% of 360,000 active. AID 624256;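 active = normalized GFP-positive differentiation at or above the plate's own cutoff, the solvent-only control mean plus 3 SD; inconclusive = no clear call, values can overlap the other calls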;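 also: cells exposed to compound for four days before flow analysis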
KOR beta-arrestin-1 = kappa opioid receptor blockers – cell-based, luminescence, uHTS (AID 1778). KOR beta-arrestin recruitment, luminescence, antagonist mode; higher % means a stronger effect. inhibition, % at 10 µM, or IC50 in µM where a hit was titrated. 0.091% of 290,000 active; also: strong numbers were not always called active
GPR35 antagonists = inhibition of zaprinast-stimulated GPR35 beta-arrestin translocation – imaging, U2OS, beta-arrestin-GFP, zaprinast agonist, primary screen (AID 2058). 0.052% of 290,000 active. one-dose inhibition, % at 10 µM; IC50 in µM for titrated hits. U2OS GPR35 beta-arrestin-GFP translocation imaging, zaprinast antagonism; higher % means a stronger effect;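 active = inhibition of at least 50% with at least 30 cells and total cytoplasm GFP at most 10,000,000; inconclusive = under 30 cells or total GFP of 10,000,000 plus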
NOD1 inhibition = NOD1 signaling inhibitors, primary screen, cell-based, luminescence, uHTS (AID 1578); one-dose inhibition, % at 4 µM; EC50 in µM for titrated hits; NOD1-driven NF-kB luciferase reporter cells, luminescence; higher % means a stronger effect; 1% of 290,000 active; in the data active = inhibition mostly above about 36%, no sharp cut-off; inactive = mostly below about 34%;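 also: HEK-293T reporter cells stimulated with the NOD1 agonist gamma-tri-DAP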
HIV peptide binding = cell-free HIV fusion peptide-binding blockers – biochemical, uHTS, fluorescence dequenching, primary screen (AID 1986); cell-free peptide binding, fluorescence dequenching, 30 min; higher % means a stronger effect; 0.3% of 290,000 active; inhibition, % at 20 µM, or IC50 in µM where a hit was titrated; in the data active = inhibition mostly above about 52%, no sharp cut-off; inactive = mostly below about 76%; also: some results filed as inactive read as strong as hits
KOR beta-arrestin-2 = kappa opioid receptor activators – cell-based, luminescence, uHTS, primary screen (AID 1777); 0.02% of 280,000 active; KOR beta-arrestin recruitment, luminescence; higher % means a stronger effect; one-dose activation, % at 10 µM; EC50 in µM for titrated hits; in the data active = activation above about 50%, passing the limit was not always enough; also: a part of the inactive calls stands beside numbers as strong as those of hits
Myeloid diff MLP GFP+ MAC1+ % = also measured in Myeloid diff MLP; calls as there; GFP+ MAC1+ double positive, %; measured here: differentiation confirmed by MAC1 staining
* = called active by the depositor; i = inactive; ? = inconclusive; · = no result given; [ ] = dose if it differs, or a comment. Rule as the data show it, unless noted: active = inhibition above about 50%; inactive = the rest.

SMILES | NOD2 inhibition | GPR55 antagonists | GPR55 activation | Myeloid diff MLP | Myeloid diff MLP GFP+ MAC1+ % | KOR beta-arrestin-1 | GPR35 antagonists | NOD1 inhibition | HIV peptide binding | KOR beta-arrestin-2
FC(F)(F)COc1nc(N2CCCCC2)nc(N2CCNCC2)n1 | 4.1% | 5.8% | 0.2% | i | 0.3 | 1.7% | -3.7% | · | 3.6% | 2.0%
CCC(C)(C(=O)NC1CCCCC1)N(CC1CCCO1)C(=O)CNC(=O)c1ccccc1 (stereo unspecified) | 2.3% | -0.4% | 0.9% | i | 1.3 | -39.4% | 25.4% | 6.1% | -0.5% | ·
Cc1ccc2nc(C3CCN(CC(=O)N4CCCCCC4)CC3)[nH]c2c1 | 7.0% | 8.5% | 0.2% | i | 1.1 | 11.3% | -8.9% | -28.4% | -0.1% | -4.0%
O=C(N/N=C/c1ccc(-c2ccccc2Cl)o1)c1ccccc1 | -63.2% | 4.6% | 1.0% | i | 0.4 | -63.1% | -3.3% | 1.7% | 3.8% | -2.4%
O=C(c1cc2ccccc2cc1O)N1CCN(c2ccccn2)CC1 | 11.9% | 12.9% | 0.2% | i | 2.3 | 14.8% | 10.6% | -20.2% | -1.0% | -5.1%
COc1ccc(-c2nc(N)n(C(=O)c3ccccc3Cl)n2)cc1 | 0.5% | 8.0% | 0.4% | i | 0.4 | -13.5% | -12.1% | -13.0% | -0.2% | 11.3%
CN1CCc2c(OCC(=O)N3N=C(c4cccs4)CC3c3ccc(F)cc3)cccc2C1=O (stereo unspecified) | 0.8% | -0.6% | -0.2% | i | 0.4 | 46.0% | 4.6% | -6.7% | -0.2% | -2.3%
Cc1cccc(C2=NC(C(F)(F)F)(C(F)(F)F)c3c(n(-c4ccc(F)cc4)c(=O)[nH]c3=O)N2)c1 | · | 8.6% | -0.3% | i | 0.5 | -86.1% | · | · | 1.4% | 0.3%
CCN(CC)c1ccc(N=C2C(=O)Nc3ccccc32)cc1 | 4.0% | 16.5% | -0.1% | i | 13.4 | -5.7% | -3.6% | 1.8% | -6.2% | -2.6%
O=C(OCC#CCSc1nc2ccccc2o1)c1ccco1 | -1.1% | 1.3% | 0.2% | i | 0.6 | 1.5% | -2.0% | · | -0.4% | -0.1%
CCn1c(SCC(=O)NCC(=O)Nc2ccc(F)cc2)nnc1-c1cccs1 | -1.3% | -4.1% | 0.1% | i | 1.1 | -23.4% | 3.7% | -6.3% | 1.3% | 1.8%
Cc1cc(C)n2[nH]c(=O)c(N=Nc3cccc(C(F)(F)F)c3)c2n1 | 17.7% | -8.6% | -0.2% | i | 1.6 | -15.2% | -15.8% | -12.6% | 0.2% | -2.6%
CN1C(=O)N(c2ccc(Cl)cc2)C(C)(O)CC1(C)C (stereo unspecified) | -1.8% | 1.4% | 1.5% | i | 0.6 | 9.8% | 11.1% | -13.4% | -2.5% | -0.5%
Cc1ccc(CN2CCN(/N=C/c3cc([N+](=O)[O-])ccc3Cl)CC2)cc1 | 1.6% | -14.3% | 0.1% | i | 0.7 | -30.7% | 6.3% | -2.5% | -1.3% | 1.1%
CCOCCCn1c(=O)c(NC(=O)c2ccc(OCC)cc2)c2n(c1=S)CCCCC2 | -2.2% | 1.3% | -0.1% | i | 0.6 | 41.0% | -3.2% | -16.4% | -1.6% | -8.5%

Brought forward from above: 2 compounds, then new ones.
SMILES | NOD2 inhibition | GPR55 antagonists | GPR55 activation | Myeloid diff MLP | Myeloid diff MLP GFP+ MAC1+ % | KOR beta-arrestin-1 | GPR35 antagonists | NOD1 inhibition | HIV peptide binding | KOR beta-arrestin-2
Cc1ccc(CN2CCN(/N=C/c3cc([N+](=O)[O-])ccc3Cl)CC2)cc1 | 1.6% | -14.3% | 0.1% | i | 0.7 | -30.7% | 6.3% | -2.5% | -1.3% | 1.1%
CCOCCCn1c(=O)c(NC(=O)c2ccc(OCC)cc2)c2n(c1=S)CCCCC2 | -2.2% | 1.3% | -0.1% | i | 0.6 | 41.0% | -3.2% | -16.4% | -1.6% | -8.5%
Cc1nn(S(=O)(=O)c2ccccc2)c(C)c1S(=O)(=O)N1CCOCC1 | -1.3% | -1.0% | 0.0% | ? | · | -17.4% | 21.8% | -3.0% | -0.9% | 5.4%
CC(=O)NCc1c(Cl)cccc1-n1cccc1 | 4.1% | -2.8% | 0.2% | i | 1.3 | -22.7% | 10.8% | 13.0% | -3.8% | 3.0%
NS(=O)(=O)c1ccc(NC(=S)NCCc2ccccc2)cc1 | 3.7% | 5.3% | 0.2% | i | 0.2 | -17.5%[20 µM] | 1.3% | -20.3% | -1.5% | -4.9%
CCCCCCc1cc2cc(C(N)=O)c(=N)oc2cc1O | 1.5% | -2.9% | 0.3% | · | · | -41.4% | -33.9% | 12.9% | 3.1% | 20.0%
CCOC(=O)C1=C(C)NC2=C(C(=O)c3ccccc32)C1c1ccc([N+](=O)[O-])o1 (stereo unspecified) | 17.4% | 3.2% | -0.2% | i | 0.3 | 9.7% | 12.2% | -13.0% | 16.6% | 7.8%
Fc1ccccc1CN1CCCC(NC2CCC2)C1 (stereo unspecified) | -1.4% | 5.7% | -0.3% | i | 0.2 | -20.0%[20 µM] | -4.0% | -31.9% | 1.7% | -6.0%
CC(C)c1onc(C(=O)NC2CCCCC2)c1[N+](=O)[O-] | -3.3% | 11.3% | 0.4% | i | 0.6 | -27.3% | 3.3% | -12.6% | 0.3% | 1.7%
COc1ccc(NC(=O)CSc2nnc(-c3ccncc3)n2CC2CCCO2)c(OC)c1 (stereo unspecified) | 2.5% | 4.2% | 0.2% | i | 0.8 | 4.6% | -17.0% | -11.5% | -1.0% | -4.6%
Cc1ccc(NC(=O)c2ccc3nsnc3c2)c(C)c1 | 5.5% | -9.3% | -0.2% | i | 0.9 | -1.7% | -1.6% | -49.9% | -0.7% | 2.0%
C[C@H](NC(=O)OC(C)(C)C)c1nnc(SCC(=O)c2ccc(Cl)cc2)o1 | 2.0% | 1.0% | 0.2% | i | 0.0 | -5.7% | 3.9% | 11.8% | -0.9% | 0.0%
Cc1nc(NC(=S)NC(=O)c2cccs2)sc1C(=O)N(C)C | -7.6% | -6.4% | 0.3% | i | 0.4 | -18.9% | 6.9% | -14.8% | 2.2% | -1.5%
COc1cccc(CN2C(=O)CCC2(C)C(=O)NC2CCCCC2)c1 (stereo unspecified) | 2.4% | 8.5% | -0.1% | i | 3.3 | 18.9% | -7.9% | -10.7% | -0.9% | -2.4%
CCOC(=O)N1C(=O)[C@](c2ccc(Cl)cc2)(C(C)C)N1C(=O)OCC | 19.9% | 17.2% | 0.6% | i | 0.7 | -31.7%[20 µM] | 9.8% | 11.8% | 1.6% | -1.6%
O=C(NCCCCc1ccccc1)c1cc([N+](=O)[O-])cc([N+](=O)[O-])c1 | 12.0% | -7.0% | -0.1% | i | 0.3 | -40.6%[20 µM] | -14.1% | -8.4% | -1.6% | 1.0%
CC(C)NC(=O)c1ccc(Sc2ccccc2)c([N+](=O)[O-])c1 | · | -7.7% | -0.4% | i | 0.5 | -22.7% | -7.8% | · | -1.9% | 8.1%
Oc1ccccc1CNc1ncc(Br)cc1Br | -13.5% | 5.0% | -0.1% | i | 0.7 | -10.8% | -11.2% | 0.0% | 4.6% | 0.4%
CC(=O)Nc1ccc(S(=O)(=O)N2CCCC2C(=O)O)cc1 (stereo unspecified) | -7.8% | 2.7% | -0.3% | i | 7.3 | -3.9% | -6.8% | -16.4% | -0.4% | 11.3%
Cc1nc(-c2cccc(NS(=O)(=O)c3ccc4ccccc4c3)c2)cs1 | 9.9% | 14.3% | 0.1% | i | 0.7 | -30.7% | -8.4% | 26.2% | -0.6% | 0.6%
CC12CC3CC(C)(C1)CC(C(=O)N1CCN(C(=O)C4CCCO4)CC1)(C3)C2 (stereo unspecified) | -6.3% | -12.4% | 0.2% | i | 0.2 | -14.1% | -4.6% | -43.7% | 3.5% | 2.4%
O=C(CCc1nnc2ccc(N3CCC4(CC3)OCCO4)nn12)NCc1ccc(F)cc1 | 0.4% | 3.0% | -0.1% | i | 0.0 | -13.6% | -2.6% | 9.2% | 0.5% | 4.6%
O=[N+]([O-])c1cc(CN2CCCC2)c2cccnc2c1O | 3.6% | 1.3% | -0.3% | i | 0.2 | -9.0% | -4.9% | 2.2% | 17.3% | -1.3%
CCOC(=O)C1CCCN(CCC(=O)Nc2ccc(C)cc2)C1 (stereo unspecified) | -7.8% | 6.5% | -0.2% | i | 0.7 | -41.2% | -8.8% | -22.6% | 0.9% | 1.9%
COC(=O)c1ccc(C2C(C#N)=C(N)Oc3cc(O)ccc32)cc1 (stereo unspecified) | 5.0% | 2.7% | -0.2% | i | 0.6 | 18.4% | 5.0% | -21.0% | 0.4% | -0.7%
CC1CCCCN1S(=O)(=O)c1ccc(S(=O)(=O)N2CCN(C)CC2)cc1 (stereo unspecified) | 6.2% | -7.3% | 0.2% | i | 0.3 | -2.5% | -5.7% | -4.1% | -0.1% | 1.0%
COc1ccccc1CNC(=O)C1CCC(CNS(=O)(=O)c2ccccc2)CC1 (stereo unspecified) | 4.2% | 1.9% | 0.4% | i | 0.9 | 30.2% | 1.1% | -8.5% | 0.2% | 4.0%
CC1=NN(c2ccccc2)C(=O)/C1=C\N(O)c1ccccc1 | -11.2% | 8.9% | 0.7% | i | 0.4 | -4.5% | -2.7% | -24.7% | -0.7% | 4.9%
CCCCc1ccc(NC(=S)NCCCN2CCOCC2)cc1 | -2.5% | 8.6% | 0.2% | i | 0.1 | -55.1%[20 µM] | -0.9% | -26.7% | 0.0% | -1.0%
Cc1cc(NCc2ccccc2)c2ccccc2n1 | 21.9% | -8.3% | -0.2% | i | 0.7 | -27.0% | -0.3% | 2.4% | -0.2% | 8.1%
COc1ccc(CC(=O)NC(C)(C)CC(C)=O)cc1OC | 8.1% | 7.0% | -0.1% | i | 0.5 | -14.9% | 12.4% | -4.6% | -1.2% | 5.6%
COc1ccccc1-n1cc(CN2CCCC(CO)(Cc3cccc(Cl)c3)C2)cn1 (stereo unspecified) | 0.7% | 7.7% | -0.1% | i | 0.7 | -12.3%[20 µM] | -0.7% | -24.6% | -0.4% | ·
O=S(=O)(NCC(c1cccnc1)N1CCN(c2ccccc2F)CC1)c1cccs1 (stereo unspecified) | 3.1% | 3.2% | -0.3% | i | 1.7 | 8.3% | 3.3% | -21.4% | -0.8% | -2.0%
CCC(=O)N1CCc2cc(S(=O)(=O)CCC(=O)O)ccc21 | 6.5% | 18.6% | -0.1% | i | 0.7 | 8.9% | 5.9% | -16.2% | -2.5% | -0.5%

The list is partial (hit frequency here may not be typical).
